RNase H inhibition – RNase H inhibition, HIV 1 Gag Pol polyprotein, FRET biochemical assay, screening (AID 372). HIV-1 RT RNase H, FRET RNA/DNA substrate fluorescence; higher % means a stronger effect. hit rate 0.77% among 100,000. inhibition, % at 10 µM; hits with a dose series show IC50 in µM; in the data active = inhibition above about 50%
* marks the source's active call; other numbers are inactive results.

SMILES	RNase H inhibition
COc1ccc(C2=C(c3ccc(OC)cc3)C3(c4ccccc4)C(=O)C2(c2ccccc2)C2C(=O)N(c4cccc(C(F)(F)F)c4)C(=O)C23)cc1 (configuration not stated)	32%
C(=Nc1ccc(-c2nnc(-c3ccccc3)o2)cc1)c1c2ccccc2cc2ccccc12	39%
CCNC(=O)CCC(=O)Nc1cc(Cl)ccc1C	0%
CCN(C(=O)c1cccc([N+](=O)[O-])c1C)C1CCCCC1	11%
O=S(=O)(c1ccc(Br)c2ccccc12)N1CCOCC1	0%
O=C1NC(=Nc2ccc(F)cc2)S/C1=C/c1cccc(Cl)c1	28%
COc1ccc(OCC(=O)N/N=C/c2cn(-c3ccccc3)nc2-c2ccc(OC)cc2)cc1	14%
COc1ccc(Cl)cc1NC(=O)CN(c1ccc(C)c(C)c1)S(=O)(=O)c1ccc(C)cc1	20%
O=C1NC(c2ccc(Cl)cc2)Oc2ccccc21 (configuration not stated)	4%
COc1ccc(OCC(=O)N2c3ccccc3Sc3ccc(Cl)cc32)cc1	17%
COc1cc(C=O)cc(Br)c1OCCOc1ccc(C)c(C)c1	9%
Cc1cc(C(=O)Nc2ccc3c4c(cccc24)CC3)ccc1[N+](=O)[O-]	4%
O=C(O)c1cn(-c2ccccc2)nc1-c1ccc(Br)cc1	0%
COc1ccc(C2=Nc3ccccc3NC(c3ccc([N+](=O)[O-])cc3)C2)cc1 (configuration not stated)	24%
Cc1ccc2oc(-c3ccc(C)c(NC(=S)NC(=O)c4ccc(Cl)cc4)c3)nc2c1	13%
COc1ccc(N2C(=O)c3ccc(C(=O)Nc4ccccc4O)cc3C2=O)cc1	4%
CCOC(=O)C1=C(C)N=c2s/c(=C\c3ccc(N(CC)CC)cc3O)c(=O)n2C1c1cccs1 (configuration not stated)	23%
CCN(C)c1ccc(/C=C2\C(=O)NC(=O)N(c3ccc(C)c(C)c3)C2=O)cc1	1%
O=C1CS/C(=N/N=C/c2cc(Cl)cc(Cl)c2O)N1	4%
COC(=O)N(C)CCCC1(C)C(=O)N(C)c2ccc(O)cc21 (configuration not stated)	14%
CCOc1ccc(N(CC(=O)Nc2cccnc2)S(=O)(=O)c2ccc(SC)cc2)cc1	0%
COc1ccc(O)c(/C=N/Nc2nc3ccccc3[nH]2)c1	2%
O=C(Nc1ccc(N=Cc2c(O)ccc3ccccc23)cc1)c1cccc(Br)c1	9%
Cc1ccc(C(C)C)c(OCC(=O)N/N=C/c2cccn2-c2ccc([N+](=O)[O-])cc2)c1	5%
Cc1cccc(N2C(=O)CC(N3CCN(C)CC3)C2=O)c1 (configuration not stated)	0%
COc1ccc(S(=O)(=O)Nc2cc(C)ccc2C)cc1OC	5%
CC(Oc1ccccc1)C(=O)Nc1ccc(Cl)cc1[N+](=O)[O-] (configuration not stated)	6%
CCOC(=O)c1sc(NC(=O)c2ccc(C(C)(C)C)cc2)c(C(=O)OCC)c1C	0%
NS(=O)(=O)c1ccc(CNC(=O)c2ccccc2Cl)cc1	39%
Cc1ccc(C)c(-c2nn(-c3cc(N4CCCC4)ccc3[N+](=O)[O-])c(=O)c3ccccc23)c1	28%
O=C(NC(=S)Nc1ccc2c(c1)-c1ccccc1C2)c1ccccc1	13%
CCN1C(=O)/C(=C\c2ccc(-c3ccc(C)c(Cl)c3)o2)SC1=S	4%
Cc1cc(OCCCCn2ccnc2)cc(C)c1Cl	2%
C=CCN1C(=O)/C(=C\c2ccc(-c3ccc([N+](=O)[O-])cc3)o2)SC1=S	4%
CCOC(=O)c1ccc(NC(=O)CN(c2cccc([N+](=O)[O-])c2)S(=O)(=O)c2ccccc2)cc1	4%
O=C(NCc1ccc(Cl)cc1)C(=O)NCc1ccc(Cl)cc1	10%
CCOC(=O)Cn1cc(/C=C2\C(=O)NC(=O)N(c3ccc(C)c(C)c3)C2=O)c2ccccc21	21%
Nc1ccc2nc(SCc3nc4ccccc4[nH]3)sc2c1	0%
O=C(c1cc([N+](=O)[O-])ccc1Cl)N(C1CCCCC1)C1CCCCC1	8%
O=C(Nc1nc(-c2ccc(Br)cc2)cs1)c1ccc([N+](=O)[O-])cc1	37%
Cc1ccc(/C=C2/SC(=S)N(CCC(=O)O)C2=O)o1	2%
CCN(CC)S(=O)(=O)c1cc(C(N)=O)ccc1Cl	1%
O=C(O)/C=C/c1cn(-c2ccccc2)nc1-c1ccc(-c2ccccc2)cc1	12%
COc1ccc(N(CC(=O)N/N=C/c2c(O)ccc3ccccc23)S(C)(=O)=O)cc1Cl	9%
O=C1C2C(C(=O)N1/N=C/c1ccc(N3CCCCC3)o1)C1C=CC2C12CC2 (configuration not stated)	13%
COc1ccc(N=Cc2cccc(O)c2O)cc1	6%
O=C(Nc1nccs1)c1ccc2c(c1)OCO2	7%
Cc1ccc(N=Cc2c[nH]c3ccccc23)cc1F	19%
COc1ccc(/C=C2\SC(=S)N(C(C)C(=O)O)C2=O)cc1OC (configuration not stated)	12%
Cc1ccc(N2CC(C(=O)N/N=C/c3cccc(Br)c3)CC2=O)cc1 (configuration not stated)	13%
CCOC(=O)/C(C#N)=N/Nc1cc(C(N)=O)c(Cl)cc1Cl	6%
CC(=O)Nc1ccc(-c2csc(N)n2)cc1	18%
COC(=O)c1ccc(NC(=S)NC(=O)c2cc3ccccc3cc2OC)cc1	20%
Cc1ccc(C2CC(C(F)(F)F)n3ncc(C(=O)NCCN4CCOCC4)c3N2)cc1 (configuration not stated)	7%
CCOCCOC(=O)C1=C(C)N(CC)C(=O)NC1c1ccc([N+](=O)[O-])cc1 (configuration not stated)	0%
COc1ccc([N+](=O)[O-])cc1NC(=O)CC(C)C	4%
COc1ccc(/C=N/N=C2/NC(=O)C(CC(=O)O)S2)cc1OC (configuration not stated)	3%
N#C/C(=C\c1ccc(-c2cccc(C(=O)O)c2)o1)C(=O)Nc1ccccc1	0%
CCCNc1nc(OC(C(F)(F)F)C(F)(F)F)nc(OC(C(F)(F)F)C(F)(F)F)n1	0%
Cc1cc(=O)oc2cc(OCC(=O)c3ccc(-c4ccccc4)cc3)ccc12	8%
The listing continues.
SMILES	RNase H inhibition
CN(C)c1ccc(/C=C2/C(=O)NN(c3ccc(F)cc3)C2=O)cc1Br	14%
CC(=O)Nc1ccc2cc(S(=O)(=O)O)cc(OS(=O)(=O)c3ccccc3)c2c1	8%
O=C(Nc1ccc(Cc2ccncc2)cc1)c1ccc2ccccc2c1	7%
O=C(c1ccc(Br)cc1)N1CCN(c2cccc(Cl)c2)CC1	3%
COc1cc(/C=C2\C(=O)NC(=S)N(c3cccc(C)c3)C2=O)cc(OC)c1OC	16%
O=CNC(=O)c1sc2nccc3c2c1N=CN3c1ccccc1	6%
CCCCCC12CCC(O)(CC1)C/C2=N/NS(=O)(=O)c1ccc(C)cc1	39%
CCc1cc2c(Nc3ccc(OC)cc3)ncnc2s1	9%
COc1ccc(CC(=O)NC2C3CC4CC(C3)CC2C4)cc1OC (configuration not stated)	0%
c1cc(CN2CCN(C3CCCCC3)CC2)ccn1	5%
COc1c(I)cc(I)cc1/C=N/NC(=O)COc1cccc(C)c1	11%
O=C(Nc1nnc(C23CC4CC(CC(C4)C2)C3)s1)Nc1ccc(Cl)cc1Cl	16%
Cc1cc(C)cc(N2C(=O)NC(=O)/C(=C\c3ccc(C(=O)O)cc3)C2=O)c1	0%
CC(C)C1=NN2C(=N)/C(=C/c3ccc(N(C)C)cc3)C(=O)N=C2S1	16%
O=C(N/N=C/c1ccc(O)c(O)c1)c1cccc(I)c1	44%
CC(=O)NNc1nc2c(c(=O)[nH]c(=O)n2C)n1CCc1ccccc1	0%
Cc1cc(-c2ccc(N=Cc3ccccc3OCc3ccccc3)c(C)c2)ccc1N=Cc1ccccc1OCc1ccccc1	16%
N#C/C(=C\c1cn(Cc2ccc(Cl)c(Cl)c2)nc1-c1ccccc1)c1nc2ccccc2[nH]1	21%
O=C(N/N=C/c1cccs1)c1cc(-c2ccc3ccccc3c2)n[nH]1	20%
Cc1cccc(NC(=O)c2cc([N+](=O)[O-])ccc2Cl)c1C	0%
COc1ccc(C(c2c(C)[nH]c3ccccc23)c2c(C)[nH]c3ccccc23)cc1	17%
COc1cccc(CN2CCN(Cc3cc(OC)c(OC)cc3[N+](=O)[O-])CC2)c1	9%
O=C1NN(c2ccccc2)C(=O)/C1=C/c1ccc(-c2ccccc2Cl)o1	41%
CCOC(=O)/C=C/C(=O)Nc1nc(-c2ccc(C)cc2)cs1	21%
COc1ccc(/C=C/C(=O)NC(C)Cc2ccccc2)cc1OC (configuration not stated)	4%
CN1CCC(=NNC(=O)C(=O)NC2CCCC2)CC1	11%
CC(Nc1cccc2ccccc12)C(=O)N/N=C/c1c(O)ccc2ccccc12 (configuration not stated)	33%
O=C1NN(c2ccc(Cl)c(Cl)c2)C(=O)/C1=C/c1ccccc1O	15%
COc1ccc(S(=O)(=O)Nc2ccc(Br)cc2F)cc1	0%
Cc1cc2nn(-c3ccc(Cl)cc3)nc2cc1NC(=O)Cc1ccc(Cl)cc1	14%
COC(=O)c1ccc(OC(=O)CN2C(=O)c3cccc([N+](=O)[O-])c3C2=O)cc1	5%
CCSCCOC(=O)C1=C(C)NC2=C(C(=O)CC(c3ccc(Cl)cc3)C2)C1c1cc(Cl)c(O)c(OC)c1 (configuration not stated)	25%
O=c1c(C=Nc2ccc(Br)cc2)c(O)n(C2CCCCC2)c(=O)n1C1CCCCC1	5%
Cc1[nH][nH]c(=O)c1C(c1ccccc1Cl)C(C#N)C#N (configuration not stated)	9%
OC1CC(c2ccccc2)NC(c2ccco2)C1 (configuration not stated)	5%
CCCCOc1ccc(C(=O)NC(=S)Nc2ccc(OC)c(Cl)c2)cc1	11%
Cc1cc(=O)oc2cc(O)c3c(c12)OC(N)=C(C#N)C3c1ccccc1Cl (configuration not stated)	3%
N#C/C(=C/c1cccc(C(F)(F)F)c1)C(=O)Nc1cccc(Br)c1	6%
Cc1c(-c2ccc(Cl)cc2Cl)nc2ccccc2c1C(=O)NCc1ccc2c(c1)OCO2	12%
Cc1ccc2nc(/C(C#N)=C\c3cc(Br)ccc3OC(C)C)[nH]c2c1	20%
Cc1cc(C)n(C(=O)CNC(=O)c2ccc(Cl)cc2)n1	1%
O=C(Nc1ccc(O)cc1)c1ccc2c(c1)C(=O)N(c1ccc([N+](=O)[O-])cc1)C2=O	0%
N#C/C(=C/c1ccccc1OS(=O)(=O)c1ccccc1)c1ccc([N+](=O)[O-])cc1	16%
O=C(CSc1nnc(-c2ccccc2)c(-c2ccccc2)n1)Nc1nccs1	8%
COc1ccc(OC)c(/C=C2\C(=O)NN(c3ccc(Cl)c(Cl)c3)C2=O)c1	15%
O=C(N/N=C/c1ccc(O)cc1O)C(O)c1ccccc1 (configuration not stated)	15%
CCNC(=O)C(=O)Nc1ccc(OC)cc1	5%
Cc1cc(-n2c(C)cc(C=C3C(=O)c4ccccc4C3=O)c2C)ccc1I	13%
O=C(c1ccc(Br)o1)N1CCN(c2ccc(Cl)cc2)CC1	7%
Cc1c(Cl)cccc1N1CC(C(=O)Nc2nccs2)CC1=O (configuration not stated)	0%
COc1ccc(Cl)cc1C(=O)Nc1cc([N+](=O)[O-])ccc1Cl	15%
CCOC(=O)C1Cc2cc3c(cc2C1=O)CC(C(=O)OCC)C3=O (configuration not stated)	9%
COc1ccc(C(=O)NC(Oc2ccc(Cl)cc2)C(Cl)(Cl)Cl)cc1OC (configuration not stated)	5%
CCOC(=O)c1ccc(Nc2nnc(-c3cc4ccccc4oc3=O)s2)cc1	22%
COc1ccc(/C=C/C(=O)Nc2ccc(C)cc2C)cc1Br	37%
N/C(=N\OC(=O)c1cccc(F)c1)c1cccnc1	7%
CCOC(=O)c1nnn(-c2nonc2N)c1-c1ccccc1	0%
O=C(/C=C/c1ccccc1)NCC(=O)N/N=C/c1ccco1	10%
CC(=O)Nc1ccc(/C=C2\SC(=S)N(C)C2=O)cc1	8%
CCOC(=O)c1c(NC(=O)COc2cc(C)ccc2C(C)(C)C)sc(C(C)=O)c1C	11%
O=C(/C=C/c1ccccc1)NCCSc1ccc(Cl)cc1	20%
CCOC(=O)C1=C(C)N=c2s/c(=C\c3ccc(-c4ccc([N+](=O)[O-])cc4OC)o3)c(=O)n2C1c1ccc(C)cc1 (configuration not stated)	14%
CC(C)C(C(=O)O)N1C(=O)/C(=C/c2ccc(C(=O)O)cc2)SC1=S (configuration not stated)	2%

Grouped by structure: the compounds so far with bromine (14)
SMILES	RNase H inhibition
O=S(=O)(c1ccc(Br)c2ccccc12)N1CCOCC1	0%
COc1cc(C=O)cc(Br)c1OCCOc1ccc(C)c(C)c1	9%
O=C(O)c1cn(-c2ccccc2)nc1-c1ccc(Br)cc1	0%
O=C(Nc1ccc(N=Cc2c(O)ccc3ccccc23)cc1)c1cccc(Br)c1	9%
O=C(Nc1nc(-c2ccc(Br)cc2)cs1)c1ccc([N+](=O)[O-])cc1	37%
Cc1ccc(N2CC(C(=O)N/N=C/c3cccc(Br)c3)CC2=O)cc1 (configuration not stated)	13%
CN(C)c1ccc(/C=C2/C(=O)NN(c3ccc(F)cc3)C2=O)cc1Br	14%
O=C(c1ccc(Br)cc1)N1CCN(c2cccc(Cl)c2)CC1	3%
COc1ccc(S(=O)(=O)Nc2ccc(Br)cc2F)cc1	0%
O=c1c(C=Nc2ccc(Br)cc2)c(O)n(C2CCCCC2)c(=O)n1C1CCCCC1	5%
N#C/C(=C/c1cccc(C(F)(F)F)c1)C(=O)Nc1cccc(Br)c1	6%
Cc1ccc2nc(/C(C#N)=C\c3cc(Br)ccc3OC(C)C)[nH]c2c1	20%
O=C(c1ccc(Br)o1)N1CCN(c2ccc(Cl)cc2)CC1	7%
COc1ccc(/C=C/C(=O)Nc2ccc(C)cc2C)cc1Br	37%

This is a subset, so the mix of outcomes need not match the whole.
